# Assay outcomes: PubChem, several laboratories
# TRPC4 agonist: activators of mouse TRPC4 channel, primary screen, Fluo4 calcium, HEK293 TRPC4beta/mu-opioid cells | Short transient receptor potential channel 4 (Mus musculus), Q9QUQ5 | Fluo4 calcium fluorescence; hits give high values | B-score at 10 µM | 0.49% of 310,000 active | AID 2237, 2010;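 active = B-score above 5 SD of library B-scores, and initial fluorescence ratio not above library mean plus 5 SD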;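 note: positive B-score marks a calcium rise read as TRPC4 activation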
#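 Material: HEK293 stable line with TRPC4beta plus mu-opioid receptor; technique: Fluo4 calcium-sensitive dye fluorescence, kinetic, 1 Hz baseline; timing: Fluo4 dye loading 45 min at room temperature, 110 s recording; controls: assay buffer as low control, maximal DAMGO as high control; read-out: integrated baseline-normalised fluorescence ratio, converted to per-well B score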
# MrgX1 antag: antagonists of human MrgX1 receptor, primary screen, HEK293 cells, Fluo-4 calcium flux; BAM8-22 antagonism; hits give low values; 1.3% of 310,000 active; B-score at 10 µM; Mas-related G-protein coupled receptor member X1 (Homo sapiens), Q96LB2; AID 588676, 2011;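 active = calcium-response B-score plate-corrected more than 3 library SD below zero, starting fluorescence within 5 deviations, no agonist response on first addition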;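 note: peak minus trough fluorescence over baseline after final BAM8-22 challenge near maximal dose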
# TRPC6 act: mouse TRPC6 channel activators, primary screen, cell-based, HEK293, membrane potential dye | Short transient receptor potential channel 6 (Mus musculus), Q61143 | HEK293-TRPC6 membrane potential dye fluorescence; hits give high values | B-score at 10 µM | 0.13% of 310,000 active;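 active = B-score of the integrated fluorescence ratio above library mean plus 3 SD, and starting fluorescence ratio within library mean plus 5 SD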;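 note: higher score means more depolarization so channel activation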
# Target sequence (Q61143 whole entry, looked up): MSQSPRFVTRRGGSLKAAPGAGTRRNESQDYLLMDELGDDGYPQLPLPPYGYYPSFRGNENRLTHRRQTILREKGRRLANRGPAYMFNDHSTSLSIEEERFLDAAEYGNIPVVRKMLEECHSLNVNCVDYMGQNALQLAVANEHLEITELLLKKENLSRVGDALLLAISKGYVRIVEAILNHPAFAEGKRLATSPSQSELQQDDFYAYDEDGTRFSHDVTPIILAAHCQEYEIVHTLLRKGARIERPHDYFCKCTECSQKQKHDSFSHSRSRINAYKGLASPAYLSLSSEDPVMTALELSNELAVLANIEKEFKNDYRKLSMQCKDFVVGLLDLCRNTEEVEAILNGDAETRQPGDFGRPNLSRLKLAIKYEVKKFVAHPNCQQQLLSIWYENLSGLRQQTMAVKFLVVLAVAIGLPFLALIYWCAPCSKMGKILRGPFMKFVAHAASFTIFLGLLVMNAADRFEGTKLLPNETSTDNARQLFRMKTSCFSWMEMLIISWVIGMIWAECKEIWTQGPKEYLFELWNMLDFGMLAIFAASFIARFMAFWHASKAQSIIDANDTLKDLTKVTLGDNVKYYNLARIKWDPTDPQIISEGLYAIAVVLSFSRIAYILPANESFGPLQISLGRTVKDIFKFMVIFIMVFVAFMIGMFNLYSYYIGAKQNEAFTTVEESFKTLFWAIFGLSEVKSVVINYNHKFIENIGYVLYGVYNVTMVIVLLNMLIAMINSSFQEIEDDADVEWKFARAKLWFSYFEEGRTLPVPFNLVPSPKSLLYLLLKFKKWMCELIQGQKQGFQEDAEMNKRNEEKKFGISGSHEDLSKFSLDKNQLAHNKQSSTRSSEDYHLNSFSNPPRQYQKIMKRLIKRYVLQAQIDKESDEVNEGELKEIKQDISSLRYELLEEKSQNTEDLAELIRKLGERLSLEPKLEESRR
# HIF activator: HIF pathway transcriptional activators, primary screen, cell-based, U2OS HRE-luciferase, luminescence; U2OS HRE-luciferase reporter; normalized: DMSO 0%, desferrioxamine 100%; activation, % at 7.5 µM (by protocol); 0.32% of 300,000 active;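 active = mean activation of at least 10% of the iron chelator positive control signal, with at least half of replicates also reaching 10%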
# SKKanGAS inh: S. pyogenes SKKanGAS growth inhibitors in kanamycin, primary screen, streptokinase expression inhibitor project, SKKanGAS strain, BacTiter-Glo luminescence; inhibition, % at 7.5 µM; 6 h; 1.3% of 300,000 active;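 active = mean replicate score, as percent of positive control median, at least 50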;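 note: strain carries kanamycin resistance gene driven by streptokinase promoter and grows in 40 µg/ml kanamycin; loss of luminescence reflects streptokinase promoter inhibition or plain growth inhibition; 0% = median of DMSO wells and 100% = positive control at its reference dose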
# aSyn 5UTR inh: MLPCN primary screen, SNCA 5' untranslated region; alpha-synuclein 5'UTR reporter, inhibitor activity; AID 1813, 2009; 0.82% of 300,000 active; inhibition, % (tested at 7.5 µM); in the data active = inhibition above about 60%;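 note: H4 neuroglioblastoma cells stably carrying SNCA 5'UTR luciferase fusion; 0% = DMSO wells and 100% = positive control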
# IEC-6 tox: cytotoxicity in IEC-6 intestinal epithelial cells, primary screen, cytotoxicity control for KLF5 inhibitor project, cell-based, luminescence | IEC-6 cytotoxicity, luminescence viability | inhibition, % at 5 µM | 0.78% of 290,000 active | AID 1825, 2009; in the data active = inhibition above about 22%;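 note: 0% = plate median of test compound wells and 100% = cytotoxic reference compound wells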
# TRPC4 PAM: positive allosteric modulators of TRPC4, primary screen, cell-based, mouse TRPC4beta, HEK293 mu-opioid, Fluo-4 calcium | Short transient receptor potential channel 4 (Mus musculus), Q9QUQ5 | DAMGO EC20, Fluo-4 Ca2+ flux; hits give high values | B-score at 10 µM | 0.42% of 310,000 active | AID 2227, 2009;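 active = B-score of calcium response area above 5 SD of library B-scores, with initial fluorescence ratio within 5 SD of library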;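 note: B-score of integrated fluorescence ratio over time as area under calcium response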
# TRPC6 inhibitor: mouse TRPC6 channel inhibitors, primary screen, cell-based, HEK293, membrane potential dye | Short transient receptor potential channel 6 (Mus musculus), Q61143 | ACh-evoked depolarization; hits give low values | B-score at 10 µM | 1.1% of 310,000 active;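 active = B-score under library mean minus 3 SD, initial fluorescence not abnormally high, positive integrated signal ratio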;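 note: B-score derived from integrated fluorescence ratio over the kinetic read; more negative B-score means stronger inhibition of depolarization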
# KLF5 inh: KLF5 expression inhibitors, primary screen, DLD-1 cells, luminescence | DLD-1 KLF5 promoter-luciferase reporter | inhibition, % at 5 µM | 0.23% of 290,000 active;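 active = inhibition above a per-plate limit of that plate's mean compound inhibition plus 3 SD, cut at about 60% in these data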;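 note: 0% = DMSO wells and 100% = LY294002 at 200 µM; higher means less KLF5 promoter-driven luciferase light; inactives centre near -14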
# TRPC4 block: inhibitors of mouse TRPC4 channel, primary screen, Fluo4 calcium, HEK293 TRPC4beta/mu-opioid cells. Short transient receptor potential channel 4 (Mus musculus), Q9QUQ5. DAMGO-evoked Fluo4 calcium flux; hits give low values. B-score at 10 µM. 0.39% of 300,000 active. AID 2247, 2010;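 active = B-score over 3 SD under the library average, no early fluorescence shift, positive overall ratio signal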
#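 Assay system – HEK293 line stably carrying TRPC4beta and mu-opioid receptor · Doses – single dose · Detection – Fluo4 calcium-dye fluorescence, kinetic read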
# Starred values were filed as active, the others as inactive; i = inactive; . = not tested or not shown.
entry	SMILES	TRPC4 agonist	MrgX1 antag	TRPC6 act	HIF activator	SKKanGAS inh	aSyn 5UTR inh	IEC-6 tox	TRPC4 PAM	TRPC6 inhibitor	KLF5 inh	TRPC4 block
1	Nc1ccc2nc(-c3cccnc3)[nH]c2c1	i	i	i	-0.5	-0.8	-24.4	2.7	i	i	-17.2	i
2	COc1ccc(C(=O)N[C@H](C(=O)Nc2nc3ccccc3[nH]2)C(C)C)cc1	i	i	i	7.7	6.5	106.1*	62.8*	i	i	-24.5	i
3	Cc1nc2ccccc2n1CCc1nc2c3ccccc3nc(=S)n2[nH]1	i	i	i	1.3	-4.3	-0.8	-2.1	i	i	-28.8	i
4	O=C(C1CCN(S(=O)(=O)c2cnc[nH]2)CC1)N1CCn2c1nc1ccccc12	i	i	i	0.0	-3.4	8.7	3.2	i	i	-15.8	i
5	CCC(CC)c1nnc(NC(=O)c2cc(-c3ccccc3)nc3ccccc23)s1	i	i	i	-0.3	23.3	15.8	0.9	i	i	3.5	i
6	CCOc1cc(CNC(C)(C)CO)cc(Br)c1OCc1ccc(Cl)cc1Cl	i	i	i	-0.3	7.0	-21.7	5.6	i	i	-12.0	i
7	CC(C)Cn1c(/C=C/c2ccccc2)nc2ccccc21	i	i	i	2.1	-1.0	-114.2	-6.5	i	i	-47.5	i
8	COc1ccc(NC(=O)CSc2nc(C)cc(C(F)(F)F)n2)cc1	i	i	i	0.0	3.2	-4.8	-2.9	i	i	-4.7	i
9	CSc1ccc(CN(C)CC(=O)NC(=O)NC(C)(C)C)cc1	i	i	i	0.7	0.0	17.7	0.1	i	i	-6.3	i
10	S=C(NCCc1ccccc1)NCC(c1ccco1)N1CCCCC1 (stereo unspecified)	60*	i	i	0.8	-8.4	-34.7	-1.4	i	i	-29.5	i
11	COCCCNc1ncnc2c1sc1nc(-c3ccco3)c3c(c12)CC(C)(C)OC3	i	i	i	-0.3	12.0	49.3	2.0	i	i	-6.0	i
12	CCN(CC)S(=O)(=O)c1cccc(-c2nnc(SCC(=O)NC)n2CCc2ccccc2)c1	i	i	i	-0.1	-3.3	19.1	-6.6	i	i	-47.7	i
13	CC(=O)N1C(=O)CC(C)N(C(C)=O)c2ccc([N+](=O)[O-])cc21 (stereo unspecified)	i	i	i	-0.2	2.8	3.4	-5.6	i	i	-5.3	i
14	CCn1cc(C(=O)NCc2ccc(Cl)cc2)c(=O)c2cc(S(=O)(=O)N(C)C)ccc21	i	i	i	-17.1	1.1	43.5	-7.5	i	i	-14.7	i
15	COC(=O)c1cc2sccc2n1CC(=O)Nc1cccc(SC)c1	i	i	i	0.4	6.6	-21.8	2.0	i	i	1.9	i
16	COc1ccc(-c2c[n+]3c(n2-c2ccccc2)CCCCC3)cc1	i	i	i	-0.1	-1.7	-8.8	17.2	i	i	6.1	i
17	COC(=O)CCCNC(=O)c1ccc2oc(CCCc3ccccc3)nc2c1	i	i	i	1.0	-9.4	-62.1	-3.5	i	i	-77.2	i
18	Cn1c(SCc2ccccc2)nnc1-c1ccc2nonc2c1	i	i	i	2.0	-2.0	-32.7	-1.4	i	i	-17.7	i
19	O=C(NCCCN1CCOCC1)c1cc(C(=O)C2CC2)c[nH]1	i	i	i	0.2	-5.1	-27.2	5.5	i	i	-25.1	i
20	N#CCSc1ncnc2sc3c(c12)CCC3	i	i	i	1.2	1.2	3.1	1.5	i	i	-4.0	i
21	COc1cc(/C=C/C(=O)N2CCN(CC(O)COc3ccccc3)CC2)cc(OC)c1OC (stereo unspecified)	i	i	i	-0.4	-4.3	-1.1	-2.6	i	i	-34.1	i
22	Brc1ccc(-c2nnc3sc(CN4CCC5(CC4)OCCO5)cn23)cc1	i	i	i	0.0	0.4	-12.2	3.3	i	i	-23.0	i
23	C/C(=N\N(C)C)C1=C(O)c2ccccc2C1=O	i	i	i	0.9	-0.5	-57.5	-2.1	i	i	-6.5	i
24	CC(C)(C)OC(=O)N1CCC2(CC1)Oc1ccc(F)cc1C(=O)C21CC(c2ccccc2)=NO1 (stereo unspecified)	i	i	i	0.4	5.3	17.3	.	i	i	.	i
25	COc1ccc(S(=O)(=O)NCCC(=O)NCc2ccc(F)cc2)cc1	i	i	i	-0.5	-1.7	-10.3	-3.1	i	i	-34.4	i
26	CC(C)(C)OC(=O)NCCCCCc1nnc(SCc2ccccc2)o1	i	i	i	-0.2	-1.4	7.7	-0.2	i	i	3.8	i
27	CN(C(=O)COc1cc(=O)n(C)c2ccccc12)c1ccc(Br)cc1	i	i	i	0.0	-4.0	-39.9	3.9	i	i	10.4	i
28	c1ccc(C(c2nnnn2C2CCCC2)N2CCCCCC2)nc1 (stereo unspecified)	i	i	i	0.1	1.0	-17.4	-2.7	i	i	-38.0	i
29	O=C1CC(c2ccccc2)Sc2nc(-c3ccccc3)c(-c3ccccc3)n21 (stereo unspecified)	i	i	i	0.9	25.7	7.8	1.4	i	i	4.8	i
30	CCOc1ccccc1NC(=O)N1CCCc2ccccc21	i	i	i	0.9	-8.2	4.0	-0.3	i	i	-23.4	i
31	CCC(OC(=O)c1cccs1)C(=O)NC1CCCCC1 (stereo unspecified)	i	i	i	-0.3	1.8	11.8	1.0	i	i	2.1	i
32	O=C(NC1CCCCC1)C1CCCN(S(=O)(=O)c2ccc(F)cc2)C1 (stereo unspecified)	i	i	i	-0.6	1.6	6.7	4.1	i	i	-3.6	i
33	COc1ccc(CCNS(=O)(=O)c2ccc3c(c2)CCN3C(=O)C2CC2)cc1OC	i	i	i	0.0	10.7	26.1	-3.0	i	i	-14.7	i
34	O=C(NCCCn1ccnc1)C(F)(F)C(F)(F)C(=O)NCCCn1ccnc1	i	i	i	0.4	-6.3	-11.9	-7.2	i	i	-20.5	i
35	CCc1ccc(CN(C)CC(O)COc2cccc3ccccc23)cc1 (stereo unspecified)	i	i	i	0.0	-1.5	19.0	-2.3	i	i	-12.2	i
36	Oc1ccc(Cl)cc1/C=N/c1nccs1	i	i	i	0.3	-5.3	-15.6	-2.1	i	i	-9.8	i
37	O=c1c(N2CCCCC2)coc2ccccc12	i	i	i	-27.9	13.7	-86.2	-0.3	i	i	7.3	i
38	CS/C(=N\S(=O)(=O)c1ccccc1)c1ccccc1	i	i	i	-0.4	1.7	-12.7	-7.1	i	i	-21.3	i
39	Cc1[nH]c2ccccc2c1CCNC(=O)c1c(N)no[n+]1[O-]	i	i	i	0.3	-2.2	-21.7	-9.7	i	i	-54.8	i
40	CC(=O)C1=C(O)C(=O)N(Cc2ccccc2)C1c1cccc([N+](=O)[O-])c1 (stereo unspecified)	i	i	i	0.6	-1.2	-5.5	2.0	i	i	-14.8	i
41	CCOc1ccc(CCNC(=O)CSc2ncn[nH]2)cc1OCC	i	i	i	-0.8	-3.6	2.0	2.6	i	i	0.2	i
42	Cc1csc(SCC(=O)NC(=O)NCCC(C)C)n1	i	i	i	-0.4	-3.3	-9.5	1.7	i	i	17.3	i
43	CC(C)C(NC(=S)Nc1ccccc1)C(=O)O (stereo unspecified)	i	i	i	0.0	-7.2	-3.4	2.8	i	i	-33.5	i
44	Cn1c(=O)c(-c2ccccc2)nn2c3ccccc3nc12	i	i	i	-0.5	6.6	40.0	1.4	i	i	-21.7	i
45	CN(C)CCCN(Cc1ccccc1)C(=S)NCc1ccccc1	i	i	i	-0.5	-0.3	-24.8	0.1	i	i	-10.7	i
46	CN(C)CCNC(=S)Nc1ccc(Br)cc1	i	i	i	0.4	-2.9	-6.5	4.0	i	i	21.0	i
47	CCN(CC(=O)N1CCOCC1)S(=O)(=O)c1ccc(F)cc1	i	i	i	0.3	2.1	9.0	10.5	i	i	5.5	i
48	CC(=O)c1c(C)[nH]c(C(=O)CSc2nnc(-c3ccc(Cl)cc3)n2CC2CCCO2)c1C (stereo unspecified)	i	i	i	-0.4	7.6	25.7	9.3	i	i	-6.4	i
49	c1ccc(SCCOCCN2CCc3ccccc3C2)cc1	i	i	i	-0.5	-8.4	-12.4	3.5	i	i	-19.5	i
50	CC(NC(=O)c1ccc(C#N)cc1)C1CC2CCC1C2 (stereo unspecified)	i	i	i	-22.3	-2.4	-1.7	1.5	i	i	-18.4	i
51	CSc1ccccc1NC(=O)C1CC(c2c(F)cccc2Cl)=NO1 (stereo unspecified)	i	i	i	-4.0	7.9	-22.2	-1.1	i	i	-29.2	i
52	CN(C)S(=O)(=O)c1cccc(C(=O)C2=C3SC=C(c4ccccc4)N3CC2)c1	i	i	i	0.7	2.2	0.3	2.4	i	i	-29.7	i
53	CC(C)CNS(=O)(=O)c1cc2c3c(c1)CCC(=O)N3CCC2	i	i	i	0.3	0.5	-3.6	4.7	i	i	-0.9	i
54	COc1cccc(CNC(=O)c2ccc(C(=O)NCc3cccc(OC)c3)cc2)c1	i	i	i	-1.0	5.3	-6.9	5.9	i	i	-14.1	i
55	Cn1c(=O)c2c(nc(N3CCN(c4ccc([N+](=O)[O-])cc4)CC3)n2C)n(C)c1=O	i	i	i	-0.5	4.3	-20.6	0.9	i	i	-8.8	i
56	Cc1nn(-c2ccc(F)cc2F)c2c1-c1nc(N3CCCC3)ncc1CC2	i	i	i	0.7	-6.6	5.2	-2.0	i	i	-18.4	i
57	CC1CCc2c(C(=O)N3CCN(S(=O)(=O)c4cccs4)CC3)csc2C1 (stereo unspecified)	i	i	i	-0.2	7.0	13.7	0.9	29*	i	-30.7	i
58	Cc1cc(C(=O)CN2C(=O)c3ccccc3S2(=O)=O)c(C)n1CC1CCCO1 (stereo unspecified)	i	i	i	-6.3	-4.7	110.8*	-2.6	i	i	82.5*	i
59	CC(=O)c1cccc(NC(=O)c2cc(C(C)C)on2)c1	i	i	i	1.6	4.4	-101.3	-2.4	i	i	-221.7	i
